TbREL1 primary = TbREL1 RNA ligase inhibitors, primary screen, biochemical, FRET fluorescence; RNA-editing ligase 1, mitochondrial (Trypanosoma brucei brucei), P86926; TbREL1 RNA ligation; 0.49% of 89,000 active; inhibition, % at 9.66 µM;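 active means inhibition above the mean inhibition across all screened compounds plus 3 SD, cut at about 11% in these data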;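 further: 0% = plate median of test wells and 100% = NSC42067 control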
Target sequence (P86926 whole entry, looked up): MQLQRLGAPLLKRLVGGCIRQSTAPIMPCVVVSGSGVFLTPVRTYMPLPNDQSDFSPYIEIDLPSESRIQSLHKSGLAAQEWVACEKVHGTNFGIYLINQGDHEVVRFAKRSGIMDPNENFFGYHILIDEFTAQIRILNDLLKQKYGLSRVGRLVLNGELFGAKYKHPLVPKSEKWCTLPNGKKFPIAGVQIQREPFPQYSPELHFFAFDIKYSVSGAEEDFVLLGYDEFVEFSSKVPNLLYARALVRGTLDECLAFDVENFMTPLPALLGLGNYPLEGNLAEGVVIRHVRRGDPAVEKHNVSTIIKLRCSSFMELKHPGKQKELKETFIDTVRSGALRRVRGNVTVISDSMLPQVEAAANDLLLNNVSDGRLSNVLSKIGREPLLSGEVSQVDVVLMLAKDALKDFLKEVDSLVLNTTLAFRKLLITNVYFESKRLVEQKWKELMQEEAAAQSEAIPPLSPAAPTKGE
* marks the source's active call; other numbers are inactive results. These rows are one share of the data. The share of hits here may be higher or lower than overall.

SMILES	TbREL1 primary
COC(=O)C(CC(C)C)NC(=O)CSc1nc(-c2ccccc2)c(C#N)c(=O)[nH]1 (stereo not drawn)	-2
O=C(NCCc1ccccc1)OCc1cn(Cc2cc(F)cc(F)c2)nn1	3
COc1ccccc1C(=O)N1CCN(CCc2ccccc2)CC1	0
COc1ccc(C(=O)N2CC3(CC(c4cccc(NC(=O)CC(c5ccccc5)c5ccccc5)c4)=NO3)C[C@H]2C(N)=O)cc1 (stereo partly drawn)	4
CC(=O)NC(c1ccc(F)c(F)c1)c1nc(-c2cc3ccccc3o2)cs1 (stereo not drawn)	5
CC(=O)C1N=NCC1c1ccccc1 (stereo not drawn)	1
O=C(CSCc1ccccc1)Nc1cccc(C(=O)Nc2ccccc2C(=O)O)c1	-1
O=S(=O)(c1ccc(N2CCCCCC2)nc1)N1CCCC1	-1
Nc1cc(-c2ccccc2)nn1Cc1ccc(Cl)cc1	-2
Cc1ccc(S(=O)(=O)N2CCCC(c3nnc4n3-c3ccccc3SC4)C2)cc1 (stereo not drawn)	-2
O=C(NCCCn1ccnc1)C(=O)NCc1ccccc1	1
CC1CCN(S(=O)(=O)c2ccc(C(=O)OC(C)C(=O)NC3CCCCC3C)cc2)CC1 (stereo not drawn)	-2
Cc1cccn2c(=O)c3cc(C(=O)NCc4ccco4)c(=N)n(C4CCCC4)c3nc12	4
COC(=O)C1=C(C)N(CCCC(=O)O)C(=O)NC1c1ccccc1Cl (stereo not drawn)	-3
CC(=O)Nc1ccc(NC(=O)C(=O)c2cn(CC(=O)N3CCCC3)c3ccccc23)cc1	4

An excerpt of the results above:
SMILES	TbREL1 primary
O=S(=O)(c1ccc(N2CCCCCC2)nc1)N1CCCC1	-1
Nc1cc(-c2ccccc2)nn1Cc1ccc(Cl)cc1	-2

More compounds follow:
SMILES	TbREL1 primary
CCN(C(=O)CN1C(=O)NC(c2ccccc2)(c2ccc(C)c(C)c2)C1=O)C1CCS(=O)(=O)C1 (stereo not drawn)	2
CCn1c(SCC(=O)Nc2nnc(C)s2)nnc1C(C)NC(=O)c1ccccc1F (stereo not drawn)	-1
CC(C)(C)[C@@H]1C=C(C(=O)O)O[C@H](OCc2ccc(CO)cc2)C1	-1
COC(=O)C(Cc1ccccc1)NC(=O)COc1ccc(C(C)(C)C)cc1 (stereo not drawn)	0
CCOC(=O)c1ccc(C#Cc2ccc3c(c2)C(C)(C)CCS3)nc1	8
CCOC(=O)c1sc(NC(=O)C2CC(=O)N(c3ccc(OCC)cc3)C2)nc1C (stereo not drawn)	-4
COc1ccc([C@H]2CC(=O)C=C(c3ccc4cc[nH]c4c3)C2)cc1	4
CCOc1ccc(N2C(=O)C3C(c4ccccc4F)NN(C(=O)c4ccc(C)cc4)C3C2=O)cc1 (stereo not drawn)	1
Cc1noc(C)c1C(=O)N1CCC(C(=O)c2ccccc2)CC1	0
Cc1cccc(N2CCN(C(C(=O)NCc3ccccc3)c3ccc(C(F)(F)F)cc3)CC2)c1C (stereo not drawn)	1
Cc1cccc(C)c1-n1nnnc1C(c1ccnc2ccccc12)N1CCCN(C(=O)OC(C)(C)C)CC1 (stereo not drawn)	-3
Cc1ccc(C)c(C(=O)NCCN(C)C)c1	0
Cc1ccc(Cn2c(=N)c(C(=O)NC3CCCCC3)cc3c(=O)n4ccccc4nc32)cc1	1
Cc1cc(C(=O)NCCCC(=O)O)c(C)o1	-2
c1ccc(-c2ccccc2-c2nc(-c3ccncc3)no2)cc1	2
CC1CCN(S(=O)(=O)c2ccc3[nH]c(=O)ccc3c2)CC1	2
CC(C)c1nc2sc3c(=O)[nH]cnc3c2c2c1CCC2	0
CCOC(=O)/C=C1\CN(Cc2cc(OC)c(OC)c(OC)c2)S(=O)(=O)c2ccc(C(F)(F)F)cc21	-1
O=C(COC(=O)[C@@H]1CC(O)CN1S(=O)(=O)c1ccc2c(c1)OCCO2)Nc1ccccc1F (stereo partly drawn)	0
Cc1cc2nnc(SC3CCCCN(C(=O)c4ccc(F)cc4)C3=O)n2c2ccccc12 (stereo not drawn)	1
Cc1cc(O)ccc1N/C=C(\C#N)c1nc2ccccc2o1	3
O=C1C=C(c2ccc(-c3ccccc3)cc2)C[C@@H](c2ccc(F)cc2)C1	0
O=C(Cn1c(=O)oc2ccccc21)NC(=O)NCc1ccco1	0
Cc1ccc(C)c(OCC(=O)Nc2ccc(N3CCOCC3)cc2)c1	-6
CCCCN(CC)CCCNC(=O)c1cn(CC)c2ccc(S(=O)(=O)N3CCc4ccccc4C3)cc2c1=O	2
COc1ccc(OCC(O)CN(C2CCCCC2)C2CCCCC2)cc1 (stereo not drawn)	6
COc1ccc(CCNC(=O)CN(c2ccc(OC)cc2)S(C)(=O)=O)cc1	8
COCC(C)NS(=O)(=O)c1ccc(C(=O)NCCCn2ccc3ccccc32)cc1 (stereo not drawn)	-5
O=C(COC(=O)CNC(=O)c1ccccc1)Nc1ccc(S(=O)(=O)N2CCOCC2)cc1	0
Cc1ccc(S(=O)(=O)NC2c3cccc4cccc(c34)C2Sc2nc(C)cc(C)n2)cc1 (stereo not drawn)	2
Cc1cc(OCC(=O)NC(C)C)ccc1Cl	0
CC(=O)c1ccc(S(=O)(=O)Nc2ccc(C(=O)NCC(c3cccs3)N3CCOCC3)cc2)cc1 (stereo not drawn)	3
O=C(Nc1cc(S(=O)(=O)N2CCCC2)ccc1Cl)c1ccncc1	4
N=c1sccn1CC(=O)Nc1ccc([N+](=O)[O-])cc1Cl	-3
CCCn1c(SCC(=O)N2CCOCC2)nnc1-c1ccncc1	0
CCCCCCCCN1C(=O)[C@@H](CC(=O)N2CCN(C(=O)OCC)CC2)C[C@@]2(C(=O)OC)C1=C[C@H](C(C)C)O[C@@H]2C1CC1	0
CC(=O)c1cc(-c2cccc(CO)c2)c(=O)n2c1CCC2	11*
CC(C)Nc1nc(NCCOc2ccccc2)c2sccc2n1	14*
O=C(COc1cccc(Oc2ccccc2)c1)Nc1ncccn1	1
Cc1ccc(S(=O)(=O)CCC(=O)OCC(=O)N2CCN(c3ccccc3)CC2)cc1	-6
COc1cccc(CNC(=O)CCc2nc3cc(S(=O)(=O)N4CCOCC4)ccc3n2C)c1	-2
O=C(O)C1C(C(=O)O)C1(c1ccccc1)c1ccccc1 (stereo not drawn)	0
C#CCOCCOCCOCCNc1nc(OC)nc(N2CCN(C(=O)[C@H](CCC(=O)O)n3cc(C(N)CO)nn3)CC2)n1 (stereo partly drawn)	0
CC(C)CCNCC(=O)NC(c1ccccc1)c1ccccc1	5
Fc1ccc(SCCc2ccncc2)cc1	-2
CC(=O)N1CCOCCOCCOCC1	2
COc1cc(/C=C(/C#N)c2ccc(F)cc2)ccc1OCc1ccc(C(=O)O)o1	2
CN1OC[C@@H]2C(=O)N3CCc4c([nH]c5ccccc45)[C@@H]3C[C@@H]21	1
CC(CCc1ccccc1)NC(=O)c1cccc(F)c1 (stereo not drawn)	0
CC1CCc2nc(NC(=O)C3CC3)sc2C1 (stereo not drawn)	2
Cc1c(OCC(=O)NC(Cc2c[nH]c3ccc(O)cc23)C(=O)O)ccc2c3c(c(=O)oc12)CCC3 (stereo not drawn)	-3
O=C(NC1CCCC1)c1cc2nc(-c3ccccc3)cc(-c3ccccc3)n2n1	1
CC1(C)CN(c2ccccc2)N(C(=O)c2ccc(C#N)cc2)C1=O	-1
CCOC(=O)c1cc2c(=O)n3ccccc3nc2n(CC(C)C)c1=NC(=O)c1c(-c2c(F)cccc2Cl)noc1C	1
O=C(OCc1cc2ccccc2[nH]c1=O)c1ccc([N+](=O)[O-])cc1	-2
Brc1c(CSc2nc3ccccc3s2)nc2ncccn12	1
COc1ccc(-c2csc(NC(=O)COC(=O)C3=COCCO3)n2)cc1	-1
Cn1cccc1C(=O)OCc1cc(-c2ccco2)on1	-1
COC(=O)C1=C(C)N(Cc2ccccc2)C(=NCCN2CCOCC2)N[C@H]1CCc1ccccc1	3
c1ccc(CN2CCC3CC2c2cc(N4CCOCC4)ccc23)cc1 (stereo not drawn)	-5

5 of these compounds in another layout.
TbREL1 primary	canonical_smiles
2	CC1CCc2nc(NC(=O)C3CC3)sc2C1 (stereo not drawn)
-1	COc1ccc(-c2csc(NC(=O)COC(=O)C3=COCCO3)n2)cc1
-1	CC1(C)CN(c2ccccc2)N(C(=O)c2ccc(C#N)cc2)C1=O
-3	Cc1c(OCC(=O)NC(Cc2c[nH]c3ccc(O)cc23)C(=O)O)ccc2c3c(c(=O)oc12)CCC3 (stereo not drawn)
0	CC(CCc1ccccc1)NC(=O)c1cccc(F)c1 (stereo not drawn)

Further records
SMILES	TbREL1 primary
COc1ccc(S(=O)(=O)N(C)C)cc1NCC(=O)Nc1ccc(F)cc1F	5
Cc1ccc(S(=O)(=O)NC(C)(C)CSc2nnc(Nc3ccccc3)s2)cc1	1
CCN1C(=O)/C(=C/c2cn(C)nc2C)SC1=S	0
CC(C)n1nnnc1C1c2ccccc2C(=O)N1CCCN1CCOCC1 (stereo not drawn)	-2
COCCCNC(=O)C1CCC(CNS(=O)(=O)c2ccc3c(c2)N(C(C)=O)CCO3)CC1 (stereo not drawn)	5
CCOC(=O)CC1c2nc3ccccc3cc2CN1C(=O)OCC (stereo not drawn)	-2
CCOC(=O)c1c(NC(=O)CCS(=O)(=O)c2ccccc2)sc2c1CCN(C)C2	-2
COc1cc(/C=C/C(=O)OCC(=O)NC(=O)NC(C)(C)C)ccc1O	-2
Brc1ccc(-c2nnc(-c3ccccc3)c(N3CCSCC3)n2)cc1	-2
COc1ccc(Cl)cc1C(=O)NCc1cn(C)nc1C	0
Cc1ccccc1-c1cc(C(=O)O)nn1CC1CC(c2cccc([N+](=O)[O-])c2)=NO1 (stereo not drawn)	-1
NC(=O)c1c(-c2ccccc2)oc2ccc(O)cc12	8
CSc1ccc(CC(=O)N2CCC(n3nccc3NC(=O)C3CC3)CC2)cc1	0
Cc1c(NC(=O)C(C)OC(=O)c2ccc([N+](=O)[O-])cc2Cl)c(=O)n(-c2ccccc2)n1C (stereo not drawn)	-1
Clc1nccc(N2CCN(c3ccccc3Cl)CC2)n1	0
O=C(NC1CCCCCC1)c1cc2c(=O)n3ccccc3nc2s1	2
Cc1ccc(C=NNC(=O)CSc2nc3sc4c(c3c(=O)n2-c2ccccc2)CCCC4)s1	-1
CCNc1nc(NCC)nc(N/N=C/c2ccc(OC)cc2)n1	6
CC(/C=N/NC(=O)c1ccccc1F)c1ccccc1 (stereo not drawn)	2
CCN(CC)S(=O)(=O)c1ccc2[nH]c(=O)cc(C(=O)NCc3ccccc3)c2c1	-1
COc1ccc(-c2nnc(SCC(=O)NC3CCCCC3)n2N)cc1	0
COC(=O)c1cc(NCc2ccccc2F)ccc1N1CCOCC1	-4
CCCNC(=O)CN(Cc1ccco1)S(=O)(=O)c1ccc(OCC)cc1	-2
Cc1cc(C)nc(/N=C2\NC(=O)CC(C(=O)O)N2c2ccc(Oc3ccccc3)cc2)n1 (stereo not drawn)	0
CC(=O)Nc1ccc2nc(-c3cccnc3)[nH]c2c1	-2
COC(=O)CCC(=O)NN1C(=O)c2ccccc2C1=O	4
CC(C)CC(NC(=O)OC(C)(C)C)c1cn([C@@H](Cc2cc3ccccc3[nH]2)C(=O)N2CCN(C(=O)OC(C)(C)C)CC2)nn1 (stereo partly drawn)	4
O=C(O)c1c(-c2ccc(Cl)cc2)cn2ccccc12	3
CCNC(=O)C1(C)CCN(C(=O)c2ccc3ccccc3c2)C1 (stereo not drawn)	-1
Cc1ccc(C(=O)NCc2ccccc2)cc1Br	0

Given as labelled records: part of the list above
mol: N=c1sccn1CC(=O)Nc1ccc([N+](=O)[O-])cc1Cl
  TbREL1 primary = -3

mol: CCCn1c(SCC(=O)N2CCOCC2)nnc1-c1ccncc1
  TbREL1 primary = 0

Continued.
SMILES	TbREL1 primary
O=C(CCCn1c(=O)[nH]c2cc(Cl)ccc2c1=O)NCCCN1CCCC1	-2
O=C(OCC(=O)N1CCN(C(=O)c2ccco2)CC1)C1=COCCO1	-6
CCC(C)(C)NC(=O)C1CCN(S(=O)(=O)c2cccs2)CC1	-1
c1ccc(CCc2cn(C[C@H]3CC[C@@H]([C@@H]4CC[C@H](Cn5cc(CCc6ccccc6)nn5)O4)O3)nn2)cc1	0
CCOC(=O)N1CCN(C(=O)CNC(=O)c2ccc(Br)cc2)CC1	3
CCOC(=O)C1CCCN(CC(=O)Nc2cccc(C(C)=O)c2)C1 (stereo not drawn)	4
CCO[C@@H]1OC(C(=O)N2CCCCCCC2)=C[C@H](c2ccc(C(F)(F)F)cc2)[C@H]1CCCO	1
CC(=O)N1CCCc2cc(S(=O)(=O)N3CCC(C)CC3)ccc21	6
c1ccc(C2[C@H]3CN(CC4CCCCC4)[C@H](c4ccccc4)C34CC2(c2cccnc2)C4)cc1 (stereo partly drawn)	-5
CCOc1c(Br)cc(CNCc2cccs2)cc1OC	2
O=C(c1cccc(Cl)c1)N(Cc1cccs1)C1CCS(=O)(=O)C1 (stereo not drawn)	-1
C#CCOCCOCCOCCNc1nc(N2CCN(C(=O)Cn3cc(CCO)nn3)CC2)nc(N2CCN(C(=O)[C@H](C(C)C)n3cc(CCO)nn3)CC2)n1	0
COc1ccc(Nc2nc3ccccc3nc2NS(=O)(=O)c2cccs2)cc1	5
COc1cccc(CNC(=O)COC(=O)C23CC4CC(CC(Cl)(C4)C2)C3)c1	3
Cc1ccc2cc(C#N)c(N3CCCN(S(=O)(=O)c4ccccc4)CC3)nc2c1	1
N#C/C(=C\c1ccc(O)cc1)C(=O)N1CCCC1	0
CC1CCN(c2nc3c(c(=O)[nH]c(=O)n3C)n2Cc2ccccc2)CC1	1
